# Screening data: PubChem, National Center for Advancing Translational Sciences (NCATS)
# Mito fusion yeast – blocks mitochondrial division or promotes mitochondrial fusion. 320,000 tested, 0.23% active. S. cerevisiae fusion-defective mutant growth rescue, CellTiterGlo 48 h. Potency, µM (titrated, usually from 46.1 µM), without a hit: at the highest dose growth rescue (activation), most hits filed as activators;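 further: potency means the concentration at half of the fitted maximal effect; % of control where 0% means no effect; nearly all actives have a fitted effect of over 45% in size; temperature-sensitive fusion mutants such as fzo1-1 at 37 °C on non-fermentable ethanol glycerol medium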
#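 Read-out: ATP-based luminescence (CellTiterGlo, 10 min ambient) reporting growth of fusion-defective ts yeast after 48 hours at 37C on glycerol/ethanol YPEG medium in the presence of compound.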
# TRPV1 agonist – activates the human vanilloid receptor TRPV1; Q8NER1; TRPV1-expressing cells, Fluo-8 calcium influx, agonist mode; activation, % at 8.33 µM; 320,000 tested, 0.19% active; AID 540275; in the data active means activation above about 80%; inconclusive means between about 30% and that limit; further: 0% is about no effect
#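 Cells expressing TRPV1 were dye-loaded with Fluo-8 and read kinetically: 10 s baseline, 3 min after compound (agonist portion), then 2 min after EC20 capsaicin (allosteric enhancer portion). Calcium-bound dye fluorescence at 480/520 nm.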
# Eya2 phos inh – Eya2 (human) phosphatase inhibition; AID 488837; 330,000 tested, 0.006% active; O00167; recombinant Eya2, OMFP fluorescence dephosphorylation (OMFP is methylfluorescein phosphate); Potency, µM (top dose mostly 76.9 µM), inactives show at the top dose activity, negative = inhibition, most hits filed as inhibitors; further: potency means the concentration at half of the fitted maximal effect; on the % scale 0 is the no-effect control and ±100 the full control effect
#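 Eya2 protein (added as 0.2 uM solution) was preincubated with compound for 10 min at ambient temperature in 50 mM HEPES pH 7.5, 50 mM NaCl, 5 uM MgCl2, 0.05% BSA, 1 mM DTT. OMFP (added at 50 uM) then reacted 10 min; fluorescence read at 485/525 nm.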
# KCNH2 3.1 block – inhibitors of human KCNH2 3.1 potassium channel isoform; U2OS KCNH2 3.1, thallium flux FluxOr; active compounds read low; activity change, % (tested at about 1.8 µM); 340,000 tested, 0.95% active;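 active means maximum activity change below -70%; inconclusive means maximum activity change from -70% to -50%; inactive means maximum activity change above -50%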;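 further: thallium influx rate constant from kinetic fluorescence after stimulation buffer; on the % scale 0 is the no-effect control and ±100 the full control effect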
#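 U2OS cells transduced with KCNH2 3.1 mutant virus (1.77 x 10^8 /mL, 4 h), plated overnight at 37 C, loaded 45 min with FluxOr dye plus Red40 quencher. Thallium flux rate constant from kinetic reads after stimulation buffer, normalised to controls.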
# TCR activator – T cell receptor activation. primary human leukocytes, anti-CD3, IL-2 HTRF, 48 h. Potency, µM (highest dose often 9.22 µM), without a hit: top-dose activation of IL-2 secretion, actives largely listed as activators. 330,000 tested, under 10 active; further: % of control where 0% means no effect
#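 Primary human leukocytes receive a-CD3 beads and test compound and are incubated 48 hr. Secreted IL-2 is then assayed by HTRF, measuring 665nm acceptor emission after 320nm excitation of the europium donor.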
# TSHR antag – human thyrotropin receptor antagonism; 330,000 tested, 0.2% active; activity change, negative = inhibition, % at 11.5 µM; TSHR-expressing cells, TSH-stimulated cAMP HTRF, 2 h; active compounds read low;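 active means activity change below a set negative limit, meaning inhibition stronger than a set level, cut at about -70% in these data; inconclusive means activity change between two set negative limits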; further: on the % scale 0 is the no-effect control and ±100 the full control effect
#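 Cell-based HTRF cAMP assay; TSHR cells + compound, TSH EC80 (4nM final), 2 h, 37 deg C. Lysis with anti-cAMP cryptate and cAMP-d2, 30 min RT, read 665/620 nm.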
# USP2a block – USP2a (human) protease inhibition | USP2 core, Ub-CHOP2 coupled fluorogenic reporter, 485/531 | Potency, µM (series often up to 38.3 µM), inactives show at the top dose activity change, negative = inhibition, usual class: inhibitors | 330,000 tested, 0.01% active;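 further: potency means the concentration at half of the fitted maximal effect; plate controls were DMSO wells for no effect and full inhibition by NEM control for full effect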
# Target sequence (O75604 whole entry, looked up): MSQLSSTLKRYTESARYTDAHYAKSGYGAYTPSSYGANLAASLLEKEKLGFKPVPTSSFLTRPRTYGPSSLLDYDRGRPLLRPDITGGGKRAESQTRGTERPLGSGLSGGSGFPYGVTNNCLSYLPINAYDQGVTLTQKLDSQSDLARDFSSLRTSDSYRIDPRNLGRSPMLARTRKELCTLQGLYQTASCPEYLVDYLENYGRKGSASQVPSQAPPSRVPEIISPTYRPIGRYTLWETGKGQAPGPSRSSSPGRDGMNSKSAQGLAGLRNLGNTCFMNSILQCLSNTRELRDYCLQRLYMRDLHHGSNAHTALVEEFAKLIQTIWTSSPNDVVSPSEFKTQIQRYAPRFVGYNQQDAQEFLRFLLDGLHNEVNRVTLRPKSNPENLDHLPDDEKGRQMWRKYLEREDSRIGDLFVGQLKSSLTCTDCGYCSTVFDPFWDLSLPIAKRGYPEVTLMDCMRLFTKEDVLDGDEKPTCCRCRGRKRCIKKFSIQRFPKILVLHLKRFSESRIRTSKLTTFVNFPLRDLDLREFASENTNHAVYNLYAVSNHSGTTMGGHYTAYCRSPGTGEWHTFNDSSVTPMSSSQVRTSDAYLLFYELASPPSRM
#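 Cell-free coupled assay: 10nM USP2 core preincubated 30min RT with compound in Tris-HCl pH 8.0/CaCl2/CHAPS buffer, then 25nM Ub-CHOP2 and 25nM reporter substrate; fluorescence (Ex 485/Em 531) read after 60min RT, normalized to NEM inhibition, concentration-response curves fitted.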
# A-T KAP1 phos – potential ataxia-telangiectasia treatment; 320,000 tested, 0.19% active; AID 485349; Potency, µM (titrated, usually from 57.5 µM), for inactives: at the highest dose activation, most hits filed as activators; […] A-T fibroblasts, KAP-1 phosphorylation AlphaLISA; neocarzinostatin DNA damage 30 min before lysis; further: potency means the concentration at half of the fitted maximal effect; % of control where 0% means no effect; nearly all actives have a fitted effect of over 45% in size
#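 ATM-like activity read as KAP-1 phosphorylation via AlphaLISA donor/acceptor antibody pairs after lysis and 6 hr at 25C. Cells were ATM-null patient fibroblasts ([…], hTERT), dosed 60 min, then exposed to the DSB inducer NCS for 30 min.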
# KCNH2 WT inh – blocks the wildtype human KCNH2 potassium channel; activity change, % at 1.84 µM; 340,000 tested, 0.37% active; Q12809; AID 720551; U2OS, BacMam KCNH2, thallium flux FluxOr; active compounds read low;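 active means maximum activity change below -70%; inconclusive means maximum activity change between -70% and -50%; inactive means maximum activity change above -50%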; further: on the % scale 0 is the no-effect control and ±100 the full control effect
#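 U2OS cells were transduced with wild-type KCNH2 virus (2.03 x 10^8 / mL) for 4 h at room temperature, then cultured overnight at 37 C. Thallium flux was read with FluxOr dye. Rate constants were normalized to DMSO controls.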
# ELG1 DNA repair – inhibitors of ELG1-dependent DNA repair in HEK293T cells. Potency, µM (doses to about 46.1 µM), for inactives: top-dose activity change, negative = inhibition, usual class: inhibitors. HEK293T ELG1-luciferase reporter, luminescence, 16 h; DNA damage induced by 5-fluorouridine. 330,000 tested, 2.3% active. AID 504467; further: potency means the concentration at half of the fitted maximal effect; on the % scale 0 is the no-effect control and ±100 the full control effect; nearly all actives have a fitted effect of over 55% in size
#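 5-Fluorouridine DNA damage + compound/DMSO, 2,000 cells/well, 16 h, 37 °C/5% CO2. ONE-Glo, 30 min RT, luminescence. Readout = decrease in reporter signal.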
# * = called active by the depositor; ? = inconclusive; / = not tested or not shown; [ ] = remark or other dose. Unless noted, the call rests on the fitted dose curve; in most records, active means well fitted curve in the direction sought with a large enough effect; inconclusive means small, poorly fitted or top-dose-only effect, or another doubt; inactive means no such curve, though single readings can be large; an effect the other way counts as inactive or inconclusive.
SMILES,Mito fusion yeast,TRPV1 agonist,Eya2 phos inh,KCNH2 3.1 block,TCR activator,TSHR antag,USP2a block,A-T KAP1 phos,KCNH2 WT inh,ELG1 DNA repair
O=C1Nc2ccccc2C(O)(C(=O)NCc2ccc3c(c2)OCO3)N1c1ccc(Cl)c(Cl)c1 (stereo not drawn),-3%,0,-5%,0,-11%,/,1%,7%,4,0%
Cc1ccc(C)c(S(=O)(=O)N2CCN(CC(=O)N3CCc4ccccc4C3)CC2)c1,5%,27,-12%,-3,-3%,-4,2%,/,-2,-4%
Cc1[nH]c(=O)[nH]c(=O)c1Sc1ccccc1[N+](=O)[O-],0%,7,4%,15,2%,10,3%,-4%,-2,7%
Cc1nn(Cc2ccc(F)cc2)c2sc(C(=O)Nc3nccs3)cc12,-5%,?,-5%,-6,-3%[46.1 µM],-11,-1%,5%,-24,?
O=C(O)CC1(CC(=O)NCc2ccc(-c3cccs3)cc2)CCCCC1,-4%,7,3%,-4,-1%,28,3%,4%,-3,-20%
CSc1nsc(SC)c1C(=O)N1CCN(S(=O)(=O)c2ccc(C)cc2)C1C (stereo not drawn),9%,3,9%,-4,-14%,-10,4%,-5%,3,?
CCn1cc(C(=O)NCCC(C)C)c(=O)c2cc(F)c(N3CCN(C(=O)c4ccco4)CC3)cc21,-1%,-2,0%,-26,0%,6,0%,7%,9,?
COc1ccc(-c2c(C#N)c(N)nc3c2CCC3)cc1,-3%,-3,3%,11,1%,-4,1%,6%,-1,7%
COCCn1c(N)c(N(Cc2ccccc2)C(=O)COc2ccccc2F)c(=O)[nH]c1=O,-4%,2,20%,-5,/,2,0%,2%,-7,-6%
C/C(=N\OC(=O)C1CC1)C1CC1c1ccc(F)cc1 (stereo not drawn),3%,4,0%,-7,-3%,1,7%,-3%,-10,10%
CC(C)c1ccc(Nc2ncccc2C#N)cc1,1%,?,-18%,-2,-3%,-6,1%,-4%,-1,?
Cc1cccc(C(=O)Nc2cccc(C(=O)N/N=C/c3cccc(C)n3)c2)c1,4%,-2,9%,12,5%,-2,-1%,-6%,-3,-7%
CCS(=O)(=O)n1nc(C(=O)N2CCOCC2)nc1N,1%,-3,2%,1,4%,6,8%,0%,-5,2%
CC1(C)CC(=O)C2=C(C1)OC(N)=C([N+](=O)[O-])C2c1cccs1 (stereo not drawn),-1%,4,-2%,-9,-2%[46.1 µM],-1,0%,4%,-1,-21%
COc1ccc2c(CC(=O)N3CCN(S(=O)(=O)c4cccs4)CC3)coc2c1,2%,9,-17%,-4,/,4,-1%,6%,-8,-13%
Cc1sc(NC(=O)/C=C/c2ccco2)c(C(=O)OC(C)C)c1C,-4%,8,-1%,-11,-6%[46.1 µM],-21,2%,0%,-1,15%
COc1ccc(CN(CCCN2CCOCC2)S(=O)(=O)N(C)C)cc1OC,3%,2,3%,-6,2%,-2,-1%,-4%,-6,-1%
O=C(NCc1cccs1)C(=O)NCC1OCCCN1S(=O)(=O)c1cccs1 (stereo not drawn),2%,1,-9%,-2,4%,7,1%,3%,8,-2%
Cc1nc(SCC(=O)Nc2nnc(C(C)C)s2)n[nH]1,0%,-2,7%,8,1%,5,3%,7%,1,19%
CCC1Nc2ncnc(N3CCOCC3)c2N(Cc2ccc(C)cc2)C1=O (stereo not drawn),-4%,10,14%,-8,2%,-12,2%,12%,9,-11%
O=C(C[n+]1ccc(-c2nnc3n2CCCCC3)cc1)c1ccc(Cl)cc1,0%,3,1%,2,-18%,9,-5%,5%,3,0%
O=C(N/N=C/c1cccs1)c1cccc(NC(=O)c2ccccc2Cl)c1,1%,-1,1%,2,-6%[46.1 µM],3,-5%,-2%,2,-4%
Cc1ccc(Cl)cc1N(Cc1ccc(C(=O)NCc2cccnc2)cc1)S(=O)(=O)c1ccccc1,6%,?,25%,-2,0%,-4,3%,-4%,-1,?
CCOC(=O)CNc1nnc(SCC(=O)OCC)[nH]c1=O,10%,0,0%,-13,4%,-6,0%,3%,-25,-11%
O=C(OCc1cc2ccccc2[nH]c1=O)C1CCCO1 (stereo not drawn),1%,-1,10%,1,-2%,-8,2%,6%,15,-9%
Cc1ccc(-c2csc(C(C#N)=C3CCCC3)n2)cc1,-5%,2,-5%,2,1%,16,2%,2%,0,?
CCCC1(C(=O)OC)NC(c2ccc(OC)cc2OC)C2C(=O)N(c3cccc(C(C)=O)c3)C(=O)C21 (stereo not drawn),0%,7,-5%,0,-9%,-14,2%,-1%,-7,?
CCOC(=O)c1cccc(NC(=O)C2CCCN(S(=O)(=O)c3c(C)nn(C)c3C)C2)c1 (stereo not drawn),-2%,/,-7%,-1,-2%,-18,-1%,33%,-5,?
O=C(Cn1cnc2ccccc2c1=O)Nc1ccc(S(=O)(=O)N2CCOCC2)cc1,-3%,-2,12%,11,1%,4,0%,1%,-7,-1%
CCCOc1ccccc1OCC(=O)Nc1cccc(S(=O)(=O)NC2=NCCC2)c1,-5%,2,-20%,7,0%,-2,0%,-2%,-10,-12%
COc1cccc(-c2nc(CS(=O)CC(=O)NCc3ccc(F)cc3)c(C)o2)c1 (stereo not drawn),1%,24,3%,-19,-1%,23,4%,10%,-6,8%
O=c1cc(CSc2ccc(Cl)cc2)nc(N2CCCCC2)[nH]1,3%,6,14%,-17,1%,-8,-1%,7%,-2,1%
COCCN(Cc1ccccc1)C(=O)Cc1ccc(S(=O)(=O)N2CCOCC2)s1,2%,?,35%,23,7%,16,17%,1%,3,14%
CCN(CC)Cc1c(C(=O)N/N=C/c2cccc3ccccc23)nnn1-c1nonc1N,2%,1,-11%,-2,3%,6,-4%,-1%,-2,12%
CC(C)c1nc(CNC(=O)C2CCC(=O)N(CCc3ccc(Cl)cc3)C2)no1 (stereo not drawn),-1%,-1,-10%,0,-2%,8,-1%,0%,8,-9%
CCOc1ccc(NC(=O)Cn2sc3nc(C)cc(C)c3c2=O)cc1,-20%,23,-1%,2,-1%,-7,-1%,-16%,13,1%
Cc1c(C=O)c(=O)n(-c2ccccc2)n1C,3%,2,-9%,12,5%,-2,-2%,-2%,-5,3%
CCc1nnc2n1N=C(c1ccc(Br)cc1)CS2,20%,1,-8%,5,-1%,-3,-6%,5%,15,?
Cc1ccc(Cn2c(=O)c3ccccc3n3c(CCC(=O)NCCN4CCOCC4)nnc23)cc1,-4%,-4,1%,-13,7%,5,0%,-1%,-1,22%
CCOC(=O)Cc1ccc(NC(=O)c2ccccc2Br)cc1,11%,3,-2%,8,6%,2,1%,5%,-7,?
CCOC(=O)NN1C(=O)c2ccccc2NC1c1ccc(OC)cc1 (stereo not drawn),0%,0,9%,6,-2%[46.1 µM],17,4%,7%,-16,-1%
Cn1c(C2CCCCC2)nc2ccccc21,-14%,-1,-11%,1,/,-5,-7%,-2%,0,29%
O=C(NCCCn1cccn1)c1cc(COc2ccc(F)cc2Cl)on1,-4%,6,5%,2,-1%,-1,0%,-4%,-10,?
Cc1nc(-c2cccc(NC(=O)c3cccs3)c2)cs1,10%,?,3%,-8,-4%[46.1 µM],-14,2%,5%,4,?
CC(C)CC(c1nnnn1Cc1ccccc1)N1CCN(C(=O)c2ccco2)CC1 (stereo not drawn),6%,9,10%,6,4%,-14,-2%,7%,0,-4%
CN(C)c1oc(COc2ccc(F)cc2)nc1C#N,4%,0,10%,-9,2%,0,4%,-8%,0,?
NS(=O)(=O)c1cccc(NC(=O)COC(=O)c2cc(Cl)ccc2[N+](=O)[O-])c1,0%,21,-3%,-8,0%,-1,-12%,-10%,1,-4%
O=C(c1ccccc1)c1cccc(C(=O)c2ccccc2)c1,?,?,3%,-12,41%,/,1%,?,3,-18%
CCCC(=O)N1CC2(CCC)CN(C(=O)CCC)CC(CCC)(C1)C2=O,-1%,2,4%,-17,2%,6,1%,0%,14,0%
O=C(CNC(=O)c1ccc2c(c1)S(=O)(=O)N=C1CCCCCN12)Nc1ccc(F)c(F)c1,-5%,4,-2%,5,-2%,0,1%,5%,0,1%
O=C(COC(=O)c1cc(S(=O)(=O)N2CCCC2)ccc1O)Nc1ccc(F)cc1F,/,/,1%,-2,0%,-17,-3%,5%,-19,3%

# Only part of the results is shown. The share of hits here may be higher or lower than overall.
